Compound activity (PubChem)
Pf Dd2 inh: blocks in vitro growth of P. falciparum Dd2; Potency, µM (titrated, usually from 28.9 µM), inactives show at the highest dose activity, negative = inhibition, usual class: inhibitors; P. falciparum Dd2 growth, SYBR Green, 72 h; AID 1347417; 120,000 compounds, 4.3% hits; active means well fitted inhibition curve with a large enough effect; inconclusive means small, poorly fitted or top-dose-only effect; inactive means no such curve, though single readings can be large or run the other way;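 further: plate controls were DMSO vehicle for no effect and reference drug for full effect; nearly all actives have a fitted effect of over 65% in size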
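Readout: SYBR Green fluorescence, 485 nm excitation, 535 nm emission, after ~16 h lysis at 37C. Before that, Dd2-infected red cells (2.5% hematocrit) grew 72 h with compound, 29 uM top final concentration.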
Active calls of the source: *; i = inactive; ? = inconclusive; [ ] = remark or other dose. Potency means the concentration at half of the fitted maximal effect. An excerpt. The share of hits here may be higher or lower than overall.

SMILES	Pf Dd2 inh
CCc1ccccc1NC(=O)CN(C)C(=O)C1CCN(c2cnn(Cc3ccccc3)c(=O)c2)C1 (stereo not drawn)	?
Cn1nc(C(=O)N2CCN(c3ccc(Cl)cc3)CC2)c2c1-c1ccccc1S(=O)(=O)C2	-6%
COc1cccc(COC2CN(C(=O)CCn3nccc3C)CC(=O)N(Cc3ccccn3)C2)c1 (stereo not drawn)	-6%
O=C(c1ccc2[nH]ccc2c1)N1CCCN(c2cc(-c3ccc(Br)cc3)[nH]n2)CC1	?
CCCNC(=O)Cn1ccn2nc(-c3ccccc3)c(CO)c2c1=O	-16%
N#Cc1cccc(C(=O)NC2CCN(C(=O)N3CC4CC(C3)[C@H]3CCCC(=O)N3C4)CC2)c1 (stereo partly drawn)	i
CCn1cc(S(=O)(=O)N2CCCC(c3nnnn3-c3ccccc3)C2)cn1 (stereo not drawn)	5%
Cc1ccc(CNC(=O)c2ccc3c(c2)N(Cc2cccc(C)c2)C(=O)CS3)cc1	?
O=C(Cn1cc(SCc2ccc(F)cc2)c2ccccc21)N1CCCCC1	-21%
CN1CCN(C(=O)[C@@H]2CCC[C@@H](NCc3cnn(C)c3)CN(C)C(=O)C2)CC1	-7%[44.1 µM]
O=C(Cn1ccn(-c2ccc(F)c(F)c2)c(=O)c1=O)NCCc1ccccc1	i
O=C(c1cnco1)N1CCc2nn(CC3CC3)c(=O)n2CC1	16%
Cc1ccc(NC(=O)N2CC(N(Cc3cccnc3)S(C)(=O)=O)C2)cc1C	-12%
Cc1ccc(C(=O)N2CCc3sc(C(=O)NCc4ccc(F)cc4)cc3C2)cc1	?
CCc1nncn1C1CCN(S(=O)(=O)c2cc(C)ccc2C)CC1	i
O=C(Cc1c[nH]c(=O)[nH]c1=O)N1C[C@@H](CN2CCOCC2)[C@@H](CO)C1	-3%
CN1C[C@@H](NC(=O)c2ccc(C#N)cc2)C[C@H]1c1nc(Cc2ccccc2)no1	?
CS(=O)(=O)N1CCn2c(nnc2-c2cncc(Br)c2)C1	-15%
O=C(NC1CC(=O)N(c2ccccc2)C1)c1ccc(S(=O)(=O)N2CCCC2)cc1 (stereo not drawn)	53%[activator]
CCN(Cc1nc(C)no1)C(=O)CC1COCCN1C(=O)c1ccco1 (stereo not drawn)	0%
CCOC(=O)c1sc(N2C(=O)c3oc4ccccc4c(=O)c3C2c2ccc(C(C)(C)C)cc2)nc1C (stereo not drawn)	i
O=C1CCN(Cc2cccnc2)CCCC(C(=O)NCCC2=CCCCC2)CCN1 (stereo not drawn)	?
COc1ccc(-c2nnc3n2CCN(C(=O)C2CC2)C3)cc1	?
CCC(=O)N(C1CCOCC1)C1CCN(S(=O)(=O)c2ccc(F)cc2)CC1	17%
CC(C)Sc1ncc(Cl)c(C(=O)Nc2c(C(=O)Nc3ccccc3)oc3ccccc23)n1	54%[activator]
COc1cccc(OC2CN(C(=O)c3[nH]c4c(C)cc(C)cc4c3C)C2)c1	2%
O=c1[nH]c(N2CCOCC2)nc2c1CCN(Cc1ccc(F)cc1Cl)CC2	?
COc1ccc(NC(=O)N2CCCC(Cn3c(C4CC4)nc4cccnc43)C2)cc1Cl (stereo not drawn)	?
CC1CCCCN1Cc1c(O)ccc2c(=O)c(-c3ccccc3Cl)c(C(F)(F)F)oc12 (stereo not drawn)	8.9µM*
Cc1cc(C(=O)N2CCC(=O)N(Cc3ccc(F)cc3)C(C(C)C)C2)on1 (stereo not drawn)	0%

Structural class, the entries above with an aryl methoxy group.
SMILES	Pf Dd2 inh
COc1cccc(COC2CN(C(=O)CCn3nccc3C)CC(=O)N(Cc3ccccn3)C2)c1 (stereo not drawn)	-6%
COc1ccc(-c2nnc3n2CCN(C(=O)C2CC2)C3)cc1	?
COc1cccc(OC2CN(C(=O)c3[nH]c4c(C)cc(C)cc4c3C)C2)c1	2%
COc1ccc(NC(=O)N2CCCC(Cn3c(C4CC4)nc4cccnc43)C2)cc1Cl (stereo not drawn)	?

Next part
SMILES	Pf Dd2 inh
Cc1noc(C)c1CCC(=O)NC1CCCc2c1[nH]c1ccccc21 (stereo not drawn)	?
COC(=O)C1CCN(c2csc3ccc(Cl)cc3c2=O)CC1	10%
Cc1cnc(CCNS(=O)(=O)c2cn(C)cn2)n1CC1CC1	15%
O=C(NCc1ccc(F)cc1)c1nc(-c2cccc(F)c2)c2cnccn12	2.5µM*
Cc1ccc(C(=O)NC2CCN(c3cc(-c4ccccc4)[nH]n3)C2)cc1C (stereo not drawn)	?
COc1cc(NC(=O)c2noc3c2CC(C)CC3)c(OC)cc1Cl (stereo not drawn)	25%
COc1ccc(CCNC(=O)c2cc3c(=O)n(C)c4cc(Cl)ccc4c3s2)cc1OC	i
CCOc1ccc(NC(=O)CCCc2nc(-c3cccc(OC)c3)no2)cc1	?
Cc1cccc(CSc2cn(CC(=O)N3CCCCCC3)c3ccccc23)c1	?
O=C(c1ccc(OC2CCN(C(=O)c3cccs3)CC2)nc1)N1CCOCC1	8%
COc1ccc(NC(=O)C(c2ccc(OC)cc2)N(C)C(=O)Cc2cccs2)cc1 (stereo not drawn)	16%
CC(=O)c1cccc(NC(=O)Cn2ccn3nc(-c4ccccc4)c(CO)c3c2=O)c1	i
CCn1cnnc1-c1nn(C)c2c1CN(C(=O)CCc1ccc(OC)cc1)CC2	?
Cc1ccc(C(=O)N2[C@@H]3CC[C@H]2CC(NC(=O)c2ccncc2)C3)s1 (stereo partly drawn)	-5%
COCCn1cnnc1CNc1cc(C)nc2c(C)c(C)nn12	-10%
Cn1nccc1C(=O)N1CCC2(CC1)OC(=O)N(CCOc1ccccc1)C2(C)c1cccnc1 (stereo not drawn)	?
CCc1nc2c(c(-c3ccc(Cl)cc3)n1)CCN(C(=O)c1ccccn1)CC2	-3%
Cc1cnc(CC2CCN(S(=O)(=O)c3cn(C)cn3)C2)n1C(C)C (stereo not drawn)	-12%
CCCC1c2nccn2CCCN1C(=O)c1c(C)noc1C (stereo not drawn)	-26%
CCC1CN(C(=O)N2CCC(C(=O)NCCC3=CCCCC3)CC2)c2cc(C)ccc2O1 (stereo not drawn)	13µM*
CCn1cc(S(=O)(=O)N2CCc3nn(CC4CC4)c(=O)n3CC2)cn1	70%[activator]
CSc1ccc(CNC(=O)CN2C(=O)C3CCCCN3c3ccc(C(=O)N4CCCC4)cc32)cc1 (stereo not drawn)	-14%
CN(Cc1ccc(F)cc1)C(=O)Cc1ccccn1	1%[44.1 µM]
N#Cc1cccc(-c2cn3c(n2)N(C(=O)COc2ccccc2)CCC3)c1	?
CC(=O)Nc1ccccc1OCc1cc(=O)n2c(C)csc2n1	21%
O=C(NC[C@H]1OC[C@@H](NC2CCCC2)[C@@H]1O)Nc1ccccc1	-10%[44.1 µM]
COc1cccc(C(=O)N2CCN(c3cc(-c4cccs4)[nH]n3)CC2)c1OC	?
O=C(NCCCc1ccccc1)C1CCN(C(=O)c2ncn3c2COC(c2ccc(F)cc2)C3)CC1 (stereo not drawn)	-21%
CCOC(=O)c1ccc(NC(=O)CSc2nc3c(cc2C#N)N2CCC3CC2)cc1	?
O=C1CCCCC(CNC(=O)c2cncc(Br)c2)N1 (stereo not drawn)	14%

Molecules from the list above with an aryl thioether with sulfur outside any ring, in the order listed:
SMILES	Pf Dd2 inh
O=C(Cn1cc(SCc2ccc(F)cc2)c2ccccc21)N1CCCCC1	-21%
CC(C)Sc1ncc(Cl)c(C(=O)Nc2c(C(=O)Nc3ccccc3)oc3ccccc23)n1	54%[activator]
Cc1cccc(CSc2cn(CC(=O)N3CCCCCC3)c3ccccc23)c1	?
CSc1ccc(CNC(=O)CN2C(=O)C3CCCCN3c3ccc(C(=O)N4CCCC4)cc32)cc1 (stereo not drawn)	-14%
CCOC(=O)c1ccc(NC(=O)CSc2nc3c(cc2C#N)N2CCC3CC2)cc1	?

The list goes on:
SMILES	Pf Dd2 inh
O=C(c1cccs1)N1CCCC1c1nc(C2CCOCC2)no1 (stereo not drawn)	-15%
O=C(C1CC1)N1CCCC(Cc2noc(-c3ccccn3)n2)C1 (stereo not drawn)	?
CCOC(=O)c1cc2c(=O)n3ccccc3nc2n(CCCOC)c1=NC(=O)C(C)(C)Oc1ccc(Cl)cc1	i
Cc1oc(-c2cccc(Cl)c2)nc1CN1CCN2C(=O)CNC(=O)C2C1 (stereo not drawn)	-9%
Cc1ccc(NC(=O)Cn2ncn3c(cc4ccccc43)c2=O)c(C)c1	?
CN(C)c1cccc(-c2ncc3c(n2)OCCN(Cc2ccc(F)cc2F)C3=O)c1	i
O=C(NCCc1ccccc1)c1cc2n(n1)CC(c1ccc3c(c1)OCO3)OC2 (stereo not drawn)	-25%
Cc1noc(C2CC3(CCN(C(=O)c4cccs4)CC3)CN2C)n1 (stereo not drawn)	?
CC(=O)N1CCCN(C(=O)c2cnc3cc(C)nn3c2)CC1	14%[44.1 µM]
COc1ccc(C(=O)N2CCC3(CC2)OCC(C(=O)N2CCCC2)N3C(=O)c2ccc(F)cc2)cc1 (stereo not drawn)	-2%
CCC(C(=O)Nc1ccc(C(C)=O)cc1)n1c(C)c2cnn(-c3ccccc3)c(=O)c2c1C (stereo not drawn)	-14%
CCCCCOC(=O)c1ccc(Nc2nc(C(=O)OCC)nc3ccccc23)cc1	5%
CCOC(=O)c1ccc(NC(=O)CCn2ccc(C)n2)cc1	39%[activator][5.79 µM]
COCc1cc(C[C@@H]2CC[C@H](O)[C@@H](CNCc3ccccc3Cl)O2)no1	-17%[44.1 µM]
COc1ccc2c(c1)CC(C(=O)Nc1ccc(Br)c(C)c1)CO2 (stereo not drawn)	21%
Cc1noc(C)c1CC(=O)N1C[C@@H](COc2ccccc2)[C@H](C(N)=O)C1	23%
COC(=O)CSc1nc2sc3c(c2c(=O)n1-c1ccccc1)C(C)CCC3 (stereo not drawn)	34%[activator]
O=C(C[C@@H]1CCNC[C@@H]1Cc1cc(-c2ccccc2)on1)NC1CCCCC1	i
CC(=O)N1CCCC(c2[nH]ccc2C(=O)N2CCc3ccccc32)C1 (stereo not drawn)	?
CCn1cc(S(=O)(=O)N2CCC(c3ncc(C)n3CCOC)C2)cn1 (stereo not drawn)	-30%
O=C(NCc1ccc(OC(F)(F)F)cc1)N1CCc2nc3cc[nH]n3c(=O)c2C1	0%[5.79 µM]
O=C1NCC2(CCCN(C(=O)CCc3ccc(=O)[nH]n3)C2)O1 (stereo not drawn)	-6%
O=C(CSc1nc(=O)n(Cc2ccco2)c2c1CCC2)Nc1ccccc1C(F)(F)F	-20%
Cc1ccc(S(=O)(=O)N2CCN(C)C3(CCC(=O)N(C)CC3)C2)cc1F (stereo not drawn)	-11%
COc1cccc(CNC(=O)CSc2ncc(S(=O)(=O)c3ccc(C)c(Cl)c3)c(=O)[nH]2)c1	i
COc1cc(CN(C(=O)COc2ccc(Cl)c(C)c2)c2ccccn2)cc(OC)c1OC	14%
CCN1CCSc2ccc(C(=O)NCc3ccc(F)cc3)cc21	-21%
COc1ccc(C(=O)N2CCOC3(CCN([S+](C)(=O)[O-])CC3)C2)cc1	14%
CCOC(=O)c1ccc(NC(=O)CCC(=O)N2Cc3ccccc3Oc3ncccc32)cc1	?
CC(C)=CCC1(CO)CCCN(CC(=O)N2CCCCCC2)C1 (stereo not drawn)	?
CCOc1ccc(C(=O)N2CCC3(CC2)CN(C2CCC2)CC3COC)cc1 (stereo not drawn)	?
CCOc1ccccc1NC(=O)N1c2ccccc2Sc2ccccc21	13µM*
Fc1ccccc1-c1noc(NCc2ccccc2)n1	-4%
CCc1n[nH]c(CC2CCN(C(=O)Nc3ccc4c(c3)OCCO4)CC2)n1	i
CNC(=O)[C@@H](CC(C)C)N1CCC[C@H]1C(=O)N[C@@H](CO)CC(C)C	-19%[44.1 µM]
COc1ccc(CC(=O)N2CCC3(CCCN(CC4CCC4)C3=O)C2)cc1 (stereo not drawn)	-15%
COCCN1CCC(N2CCN(S(=O)(=O)c3ccc(C(F)(F)F)cc3)CC2)C1=O (stereo not drawn)	-2%
CSc1ccc(-c2ccc(C=O)cc2)cc1	21%[44.1 µM]
O=C1[C@@H]2C[C@@H](CN2Cc2ccccn2)Oc2ccccc2N1Cc1ccccc1	?
Cc1ccccc1C(=O)Nc1ccccc1-c1nc(-c2ccccc2)no1	35%[activator]
CS(=O)(=O)N1CCCCCCNC(=O)[C@@H]2C[C@@H](c3nc(-c4cccnc4)no3)C[C@@H]21	i
CCOc1cc(C#N)c(NC(=O)c2ccc(OC)c(S(=O)(=O)N3CCCC3)c2)cc1OCC	-22%
CN(C)[C@@H]1CN(C(=O)c2ccncc2)CCC1(O)c1ccccc1 (stereo partly drawn)	i[5.79 µM]
Cc1ccc(C2Cn3cnc(C(=O)N4CCC(C(=O)NC5CCCCC5)CC4)c3CO2)cc1 (stereo not drawn)	-19%
O=C(CC1CCCCN(Cc2ccccc2)C1=O)NCc1ccc(F)cc1 (stereo not drawn)	?
OCc1ccc(CNC2(Cc3cc(COc4ccccc4)on3)COC2)o1	-29%[44.1 µM]
Nc1nn(-c2ccccc2)nc1C(=O)OCc1c(F)cccc1Cl	6%
O=C1CO[C@H]2CCN(Cc3ccc4[nH]ccc4c3)CC[C@@H]2N1Cc1ccc(O)cc1	-15%[44.1 µM]
COc1cc(CN2CCC(C)(NC(C)=O)CC2)cc(-c2c(C)noc2C)c1	i
COc1cccc(CN2CCCC(C(=O)NCc3ccccc3)CCNC(=O)CC2)c1 (stereo not drawn)	6.3µM*

An excerpt from above in order of number of heavy atoms, low to high:
SMILES	Pf Dd2 inh
O=C(CC1CCCCN(Cc2ccccc2)C1=O)NCc1ccc(F)cc1 (stereo not drawn)	?
O=C1CO[C@H]2CCN(Cc3ccc4[nH]ccc4c3)CC[C@@H]2N1Cc1ccc(O)cc1	-15%[44.1 µM]
COc1cccc(CN2CCCC(C(=O)NCc3ccccc3)CCNC(=O)CC2)c1 (stereo not drawn)	6.3µM*
